CSM14.1 death rescue – rescue of cells from ER stress-induced death, primary screen, 384-well, CSM14.1, thapsigargin, ATP luminescence (AID 1222); 190,000 tested, under 10 active; one-dose cellular ATP content (survival), % at 20 µM; EC50 in µM for titrated hits; CSM14.1 thapsigargin-induced death rescue, ATP luminescence; higher % means a stronger effect;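 active = EC50 below 50 µM in the dose-response confirmation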;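 also: death triggered by thapsigargin at about 15 µM added after 2 h compound pretreatment; cell ATP read after overnight thapsigargin exposure of roughly 18 to 22 hours; normalized against plate controls of thapsigargin alone and 5% DMSO vehicle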
UTI89 phage lysis – protection from phage-mediated lysis, alamar blue read-out – E. coli UTI89, K1F phage, bacterial capsule biogenesis inhibitors (AID 488966). inhibition, % at 100 µM, or IC50 in µM where a hit was titrated. E. coli UTI89 K1F phage lysis, alamar blue, 2 h; higher % means a stronger effect. 340,000 tested, 0.02% active;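 active = phage lysis inhibition, versus mean bacterial control, above a set limit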;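 also: capsule biogenesis inhibitors block K1F phage lysis so surviving cells raise fluorescence; higher fluorescence means more inhibition of phage lysis; actives were called in the ten point dose series up to 300 µM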
bCat nuc transl – modulators of beta-catenin nuclear translocation; HeLa beta-catenin nuclear translocation, immunofluorescence imaging; nuclear translocation activity, % at 5 µM; 190,000 tested, 0.3% active;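 active = nuclear translocation activity above 50% at 5 µM, with a well cell count of 50 or more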;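 also: per-cell ratio of nuclear to cytoplasmic median beta-catenin stain intensity; plate controls were DMSO negative control for no effect and GSK-3 inhibitor IX positive control for full effect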
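Assay system: human HeLa cells, native beta-catenin; doses: 5 µM primary, 0.02–20 µM confirmation; incubation: compound treatment 24 h, 37°C, 5% CO2; technique: fluorescence imaging of beta-catenin antibody stain plus DAPI; measure: % activation, nuclear-to-cytoplasmic median beta-catenin signal ratio per cell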
Dynein transport – blocks dynein driven cargo transport along microtubules. z-score, hits read low. 3617.4 mouse cells, GR-EGFP nuclear translocation imaging; test concentration mostly 20 µM; stimulated with dexamethasone, 1 µM; stronger effect = lower value. AID 1381. 220,000 tested, 0.47% active;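 active = plate z-score of nuclear minus cytoplasmic receptor signal below a set negative limit, without overly bright fluorescence or cell loss, cut at about -3.5 in these data, passing the limit was not always enough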;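 also: z-score of nuclear minus cytoplasmic ring GR-EGFP intensity difference per well; some compounds called inactive have numbers as strong as hits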
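Buffer or medium: tet-free, stripped-serum medium; reagent: dexamethasone at 1.0 µM final, 30 min; incubation: 48 h induction, 1 h compound, 30 min dex at 37 °C; measured by: formaldehyde fixation, Hoechst nuclear stain, 10x automated fluorescence imaging; read-out: nuclear-to-cytoplasmic GR-EGFP distribution per well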
MT stabilizer – microtubule stabilizers in HeLa cells. HeLa tubulin immunostaining HCS, 24 h; share of cells brighter than vehicle mean+2SD. 200,000 tested, 0.83% active. AID 2205. % tubulin-high responders, % at 10 µM;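 active = plate Z-score above 3 for both tubulin-high and condensed-nucleus cell shares, with cell loss under 80%, at 10 µM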;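 also: anti alpha tubulin signal scored within the nucleus-defined area of each cell; some results filed as inactive read as strong as hits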
Dynein transport cytoplasmic EGFP – further read-out of Dynein transport, marked with its call; z-score; measured here: cytoplasmic GR-EGFP intensity; stronger effect = higher value
Dynein transport nuclear GR-EGFP – second read-out of Dynein transport, no call of its own (marks repeat the call); z-score; measured here: nuclear GR-EGFP intensity;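 lower value marks the stronger effect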
Dynein transport cell count – also measured in Dynein transport; calls as there; z-score; measured here: cell count per field
bCat nuc transl cell count 5 µM – also measured in bCat nuc transl; calls as there; cell count; measured here: cell count, cytotoxicity flag
MT stabilizer Hoechst-high % – recorded beside MT stabilizer, whose call it bears; % Hoechst-high responders; measured here: nuclear condensation Hoechst responders;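 share of cells brighter than vehicle mean plus two SD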
MT stabilizer cytotoxicity % – also measured in MT stabilizer; calls as there; toxicity, %; measured here: cytotoxicity by cell density;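 0% = mean cell density of plate MIN control wells and 100% = no cells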
Starred values were filed as active, the others as inactive; nt = not tested or not shown; [ ] = another dose, or the depositor's remark.

SMILES | CSM14.1 death rescue | UTI89 phage lysis | bCat nuc transl | Dynein transport | MT stabilizer | others
O=C(CN1C(=O)COc2ccc(S(=O)(=O)N3CCCCC3)cc21)NCc1ccccc1Cl | nt | 2.4% | nt | nt | nt
O=C(NCCN1CCOCC1)C(=O)NCC1OCCN1S(=O)(=O)c1ccccc1 (stereo not given) | nt | 0.8%[50 µM] | nt | nt | nt
COc1ccccc1-n1ccnc(SCC(=O)NCCc2ccccc2)c1=O | nt | 0.6%[50 µM] | nt | nt | nt
O=C(COC(=O)CNC(=O)c1ccccc1)NCc1ccc2c(c1)OCO2 | nt | 0.6%[50 µM] | nt | nt | nt
Cc1cccc(C)c1OC(=O)CN1C(=O)c2ccccc2C1=O | nt | -0.4% | nt | nt | nt
Cc1ccccc1OCC(=O)NS(=O)(=O)c1ccc(Cl)cc1 | nt | 0.1% | nt | nt | nt
Nc1nc(Nc2ccccc2)nc(N2CCCC2)c1[N+](=O)[O-] | nt | 0.6% | nt | nt | nt
Cc1cc(C(=O)OCC(=O)c2cccs2)ccc1[N+](=O)[O-] | nt | 0.3%[50 µM] | nt | nt | nt
Cc1ccc(S(=O)(=O)NC(CC(=O)O)c2ccc(F)cc2)cc1 (stereo not given) | nt | 0.2% | nt | nt | nt
COC(=O)/C=C/c1ccc2c(c1)S(=O)(=O)N(Cc1ccc(OC)cc1)[C@H]2CC(=O)OC | nt | 1.4% | nt | nt | nt
COc1cc(CN2CCCCC2C(=O)Nc2ccc(Oc3ccccc3)nc2)ccc1O (stereo not given) | nt | -0.3% | nt | nt | nt
CN(CC(=O)Nc1ccc2c(c1)OCCO2)Cc1nc2ccccc2c(=O)[nH]1 | nt | -0.2%[50 µM] | nt | nt | nt

3 compounds out of the list, arranged by count of non-hydrogen atoms, low to high:
SMILES | CSM14.1 death rescue | UTI89 phage lysis | bCat nuc transl | Dynein transport | MT stabilizer | others
Nc1nc(Nc2ccccc2)nc(N2CCCC2)c1[N+](=O)[O-] | nt | 0.6% | nt | nt | nt
Cc1ccc(S(=O)(=O)NC(CC(=O)O)c2ccc(F)cc2)cc1 (stereo not given) | nt | 0.2% | nt | nt | nt
CN(CC(=O)Nc1ccc2c(c1)OCCO2)Cc1nc2ccccc2c(=O)[nH]1 | nt | -0.2%[50 µM] | nt | nt | nt

Continued:
SMILES | CSM14.1 death rescue | UTI89 phage lysis | bCat nuc transl | Dynein transport | MT stabilizer | others
CCn1cc(C(=O)N[C@@H](CCSC)C(=O)NCCCO)c(=O)c2cc3c(cc21)OCO3 | nt | -0.1% | nt | nt | nt
Cc1ccccc1-n1c(=O)n(Cc2ccc(C(=O)O)cc2)c(=O)c2[nH]cnc21 | nt | 0.1% | nt | nt | nt
CCOC(=O)c1ccccc1NC(=O)COC(=O)CSCC(=O)Nc1cc(C)on1 | nt | 1.1%[50 µM] | nt | nt | nt
CCN(C(=O)CSc1nc(-c2ccccc2)cn1N)c1c(N)n(Cc2ccccc2)c(=O)[nH]c1=O | nt | -0.1%[50 µM] | nt | nt | nt
O=C(NNC(=S)NCc1ccc(Cl)cc1)c1cccnc1 | nt | 0.8%[50 µM] | nt | nt | nt
COc1ccc2[nH]c(CN3CCC(n4nccc4NC(=O)C4CC4)CC3)c(C)c2c1 | nt | 1.2%[50 µM] | nt | nt | nt
COc1ccccc1/C=C(\C)C(=O)c1c(C)cc(C)[nH]c1=O | nt | 0.3% | nt | nt | nt
O=C(NCC1COc2ccccc2O1)c1cc(S(=O)(=O)N2CCOCC2)ccc1F (stereo not given) | nt | 2.2%[50 µM] | nt | nt | nt
COc1cc(NC(=O)Cc2ccccc2)nc(OC)n1 | nt | 0.0% | nt | nt | nt
Cc1ccc(C2=NS(=O)(=O)N(C)C(C(=O)Nc3ccc(F)cc3F)=C2)cc1 | nt | 4.5% | nt | nt | nt
O=S(=O)(c1ccccc1)c1nc(-c2cccc(Cl)c2)oc1N1CCOCC1 | nt | 0.8%[50 µM] | nt | nt | nt
CCn1c(=O)n(CC)c2cc(N3CCCC3)c(NC(=O)c3ccccc3)cc21 | nt | -0.1% | nt | nt | nt
COc1ccc(CN(C)C(=O)c2ccc(Cl)c(S(=O)(=O)NCc3cccnc3)c2)cc1F | nt | 0.7%[50 µM] | nt | nt | nt
Cc1ccc2nc(-c3ccc(NC(=S)NCC(C)(C)CN(C)C)cc3)sc2c1 | nt | 0.2% | nt | nt | nt
COc1ccc(Cl)cc1S(=O)(=O)N(C)CC(=O)NCCCn1ccnc1 | nt | 0.4% | nt | nt | nt
Cc1cccc(CCN2C(N(C)C)=NC[C@@H]2CC(C)C)c1 | nt | 0.1% | nt | nt | nt
Cc1ccc(N2CC(C(=O)NCc3ccco3)CC2=O)cc1Cl (stereo not given) | nt | 0.0% | nt | nt | nt
CCCOc1cccc(C(=O)N(Cc2ccccc2)C2CCS(=O)(=O)C2)c1 (stereo not given) | nt | -1.4% | nt | nt | nt
COc1ccc(NS(=O)(=O)c2cc(NC(=O)[C@H](C)NC(N)=O)ccc2N2CCCC2)cc1 | nt | 0.5%[50 µM] | nt | nt | nt
NC(=O)c1ccsc1NC(=O)COC(=O)c1c(F)cccc1Cl | nt | 0.8%[50 µM] | nt | nt | nt
C[n+]1cccc(C(=O)N/N=C/c2ccc3c(c2)OCO3)c1 | nt | -0.2% | nt | nt | nt
COc1ccc(-c2cc(C(=O)N(C)Cc3ccc(F)cc3)c3ccccc3n2)cc1OC | nt | 0.1% | nt | nt | nt
CCOCCCN(Cc1ccco1)S(=O)(=O)c1csc(C(N)=O)c1 | nt | 0.2% | nt | nt | nt
Nc1nc(N)nc(C2C=CCCC2)n1 (stereo not given) | nt | -5.8% | nt | nt | nt

Fetched one by one from the entries so far (two):
SMILES | CSM14.1 death rescue | UTI89 phage lysis | bCat nuc transl | Dynein transport | MT stabilizer | others
CCCOc1cccc(C(=O)N(Cc2ccccc2)C2CCS(=O)(=O)C2)c1 (stereo not given) | nt | -1.4% | nt | nt | nt
COc1ccc(Cl)cc1S(=O)(=O)N(C)CC(=O)NCCCn1ccnc1 | nt | 0.4% | nt | nt | nt

More compounds.
SMILES | CSM14.1 death rescue | UTI89 phage lysis | bCat nuc transl | Dynein transport | MT stabilizer | others
CC1CCCCN1CC(O)COCc1ccc(Cl)cc1 (stereo not given) | nt | 0.4% | nt | nt | nt
COc1ccc(CCNC(=O)c2cccc(NC3=NC4CS(=O)(=O)CC4S3)c2)c(OC)c1 (stereo not given) | nt | 4.8% | nt | nt | nt
CCC(=O)NCCc1nc2cc(NC(=O)c3ccccc3Cl)ccc2n1C | nt | 0.2%[50 µM] | nt | nt | nt
CCOC(=O)N1CCN(C(=O)CCN2C(=O)/C(=C\c3cccc(OC)c3)SC2=S)CC1 | nt | 0.8% | nt | nt | nt
c1ccc2oc(CCc3nc4ccccc4o3)nc2c1 | -1.1% | 0.3% | -2.0 | nt | nt | bCat nuc transl cell count 5 µM=848
CCOc1ccccc1-c1cc(-c2ccc(OC)cc2)nc2c1c(=O)n(C)c(=O)n2C | 0.0% | 0.4% | -6.8 | nt | nt | bCat nuc transl cell count 5 µM=1149
CC1(C)Cc2nc3oc4c(=O)n(CC(=O)Nc5ccc(Cl)cc5)cnc4c3cc2CO1 | nt | -2.9% | 0.1 | -0.52 | nt | Dynein transport cytoplasmic EGFP=-0.26;Dynein transport nuclear GR-EGFP=0.28;Dynein transport cell count=0.86;bCat nuc transl cell count 5 µM=1347
Clc1ccc(-c2c[n+](Cc3ccc(Br)cc3)c3n2CCCCC3)cc1 | nt | 0.0% | 1.1 | 0.17 | nt | Dynein transport cytoplasmic EGFP=-0.22;Dynein transport nuclear GR-EGFP=0.62;Dynein transport cell count=-0.95;bCat nuc transl cell count 5 µM=1312
COc1ccccc1C(=O)N/N=C1/NC(=O)CC(C(=O)Nc2ccccc2)S1 (stereo not given) | nt | 3.9% | 0.1 | -0.3 | nt | Dynein transport cytoplasmic EGFP=0.0045;Dynein transport nuclear GR-EGFP=0.43;Dynein transport cell count=-0.58;bCat nuc transl cell count 5 µM=1366
Cc1cc(C)c2c(c1)/C(=c1/sc3n(c1=O)CN(c1ccccc1)CN=3)C(=O)N2 | nt | -0.3% | -1.0 | -0.33 | nt | Dynein transport cytoplasmic EGFP=-0.17;Dynein transport nuclear GR-EGFP=0.39;Dynein transport cell count=0.093;bCat nuc transl cell count 5 µM=1339
O=C(N/N=C/C=C/c1ccccc1)c1cc(C2CC2)[nH]n1 | nt | 0.1% | -0.1 | -0.66 | nt | Dynein transport cytoplasmic EGFP=-0.24;Dynein transport nuclear GR-EGFP=0.22;Dynein transport cell count=0.3;bCat nuc transl cell count 5 µM=1315
CC(C)Cn1c([N+](=O)[O-])nc2c1c(=O)[nH]c(=O)n2C | nt | -0.7% | -0.6 | -7.3* | nt | Dynein transport cytoplasmic EGFP=1.4*;Dynein transport nuclear GR-EGFP=-2.7*;Dynein transport cell count=1.1*;bCat nuc transl cell count 5 µM=1288
O=C(COc1ccc(Cl)cc1Cl)NNC(=S)NC(=O)c1ccco1 | nt | -0.3% | -0.7 | -0.25 | nt | Dynein transport cytoplasmic EGFP=0.011;Dynein transport nuclear GR-EGFP=0.46;Dynein transport cell count=0.066;bCat nuc transl cell count 5 µM=1298
COc1ccc(C(=O)NN2C(=S)N(c3ccc(OC)cc3)C(=O)C2CC(N)=O)cc1 (stereo not given) | nt | 4.4% | 2.2 | -0.67 | nt | Dynein transport cytoplasmic EGFP=-0.26;Dynein transport nuclear GR-EGFP=0.21;Dynein transport cell count=0.7;bCat nuc transl cell count 5 µM=1390
CCOc1ccc(C2C(C(=O)NC)=C(C)Nc3nc4ccccc4n32)cc1OC (stereo not given) | nt | -0.1% | nt | -1.1 | 3.4 | Dynein transport cytoplasmic EGFP=-0.22;Dynein transport nuclear GR-EGFP=-0.38;Dynein transport cell count=0.11;MT stabilizer Hoechst-high %=1.5;MT stabilizer cytotoxicity %=7.4
CCOC(=O)c1ccc2ncc(C(=O)OCC)c(NCCN(C)C)c2c1 | nt | 0.0% | nt | 0.042 | 7.9 | Dynein transport cytoplasmic EGFP=-0.099;Dynein transport nuclear GR-EGFP=0.34;Dynein transport cell count=-0.59;MT stabilizer Hoechst-high %=1.3;MT stabilizer cytotoxicity %=5.3
COc1c(C)cccc1C(=O)Nc1cc(-c2nn3c(C)nnc3s2)ccc1C | nt | 4.2% | nt | 1.4 | 5.6 | Dynein transport cytoplasmic EGFP=0.015;Dynein transport nuclear GR-EGFP=1.3;Dynein transport cell count=-1;MT stabilizer Hoechst-high %=1.9;MT stabilizer cytotoxicity %=5.2
CCOC(=O)c1ccc(NC(=O)C2CCN(S(=O)(=O)c3ccccc3)CC2)cc1 | nt | 2.6% | nt | -1.4 | 2.3 | Dynein transport cytoplasmic EGFP=-0.13;Dynein transport nuclear GR-EGFP=-0.52;Dynein transport cell count=0.19;MT stabilizer Hoechst-high %=2.4;MT stabilizer cytotoxicity %=3.5
CCCCCSc1nc2c(c(=O)[nH]c(=O)n2C)n1CC | nt | -0.8% | nt | 3.2 | 9.9 | Dynein transport cytoplasmic EGFP=0.063;Dynein transport nuclear GR-EGFP=2.5;Dynein transport cell count=-1.5;MT stabilizer Hoechst-high %=1.5;MT stabilizer cytotoxicity %=6.5

A portion of the library, so the mix of outcomes need not match the whole.
